Assay outcomes from PubChem.
GLS inh – qHTS for Inhibitors of Glutaminase (GLS); Glutaminase kidney isoform, mitochondrial (Homo sapiens), O94925; 410,000 compounds, 0.21% hits; AID 624170, 2012; GLS enzymatic activity, qHTS titration; Potency, µM (series often up to 45.5 µM), inactives show at the top dose activity change, negative = inhibition, actives largely listed as inhibitors; also: potency is read from the fitted curve at half-maximal effect; % is scaled to controls: 0 for no effect and ±100 for the full control effect
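hKGA in 45 mM KH2PO4 pH 8.2, 0.02% Tween-20 with pin-transferred compounds; 1 mM L-glutamine (stock) plus glutamate oxidase/HRP/Amplex Red coupling added. Fluorescence read initially and after 30 min at RT.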
Pin1 inh – qHTS Assay to Find Inhibitors of Pin1. Peptidyl-prolyl cis-trans isomerase NIMA-interacting 1 (Homo sapiens), Q13526. Pin1 FP peptide displacement, HiFluor488, 10 min. Potency, µM (titrated, usually from 115 µM), for inactives: at the top dose activity, negative = inhibition, most hits filed as inhibitors. 390,000 compounds, 0.009% hits. AID 504891, 2011; active = well fitted inhibition curve with a large enough effect in the polarisation, with a control signal flat, not every such curve was filed as active; inconclusive = small, poorly fitted or top-dose-only effect, or effect the other way, or a change in a side signal; inactive = no such curve, though single readings can be large or run the other way; the % refers to the polarisation; also: potency is read from the fitted curve at half-maximal effect; % is scaled to controls: 0 for no effect and ±100 for the full control effect
Target sequence (Q13526 whole entry, looked up): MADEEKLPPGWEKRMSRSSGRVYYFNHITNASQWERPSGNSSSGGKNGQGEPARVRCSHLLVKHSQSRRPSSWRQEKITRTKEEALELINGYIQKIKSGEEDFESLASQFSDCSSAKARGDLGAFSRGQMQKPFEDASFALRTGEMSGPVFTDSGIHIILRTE
PI4K2A block – qHTS for small molecular inhibitors of PI4K2A; Phosphatidylinositol 4-kinase type 2-alpha (Homo sapiens), Q9BTU6; purified PI4K2A, ADP-Glo luminescence, 1 h; active compounds read low; activity change, negative = inhibition, % at 76.9 µM; 420,000 compounds, 0.13% hits; in the data active = activity change below about -50%; inconclusive = mostly about -30% to -49%;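 also: -100% = wells without enzyme as full effect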
Target sequence (Q9BTU6 whole entry, looked up): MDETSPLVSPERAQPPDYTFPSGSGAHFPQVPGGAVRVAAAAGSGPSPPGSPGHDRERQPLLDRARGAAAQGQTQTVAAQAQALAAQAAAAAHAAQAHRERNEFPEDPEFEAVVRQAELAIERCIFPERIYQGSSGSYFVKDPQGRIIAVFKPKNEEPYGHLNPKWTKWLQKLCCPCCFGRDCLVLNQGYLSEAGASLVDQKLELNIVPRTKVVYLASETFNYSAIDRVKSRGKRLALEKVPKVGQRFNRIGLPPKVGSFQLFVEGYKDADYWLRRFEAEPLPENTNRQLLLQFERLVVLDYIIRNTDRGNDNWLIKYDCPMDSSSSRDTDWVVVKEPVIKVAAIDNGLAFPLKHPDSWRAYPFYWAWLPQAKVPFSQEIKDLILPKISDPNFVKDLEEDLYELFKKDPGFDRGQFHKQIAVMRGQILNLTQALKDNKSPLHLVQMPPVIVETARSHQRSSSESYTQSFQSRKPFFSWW
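ADP-Glo luminescence measured ADP generated by PI4K2A enzyme (4 ug/mL before mixing) with 1.2 mM PI substrate (pre-mix) and 300 microM ATP (pre-mix). Tris pH7.5 buffer with MgCl2, Triton X-100; 1 h reaction at ambient temperature.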
BAZ2B block – qHTS Assay for Inhibitors of BAZ2B | Bromodomain adjacent to zinc finger domain protein 2B (Homo sapiens), Q9UIF8 | AlphaScreen BAZ2B-H3K14Ac peptide displacement | Potency, µM (series often up to 114 µM), for inactives: top-dose activity change, negative = inhibition, most hits filed as inhibitors | 360,000 compounds, 4.4% hits; also: potency is read from the fitted curve at half-maximal effect; % is scaled to controls: 0 for no effect and ±100 for the full control effect; nearly all actives have a fitted effect of over 60% in size
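AlphaScreen luminescence quantifies BAZ2B engagement of H3K14Ac peptide; the protein and biotinylated peptide are both at 50 nM final, buffer PBS pH 7.4 with 0.01% Tween-20, all steps at room temperature.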
G9a inh – qHTS Assay for Inhibitors of Histone Lysine Methyltransferase G9a; Histone-lysine N-methyltransferase EHMT2 (Homo sapiens), Q96KQ7; G9a H3K9 monomethylation, AlphaScreen, 2 h; Potency, µM (doses to about 102 µM), without a hit: at the top dose activity, negative = inhibition, actives largely listed as inhibitors; 350,000 compounds, 8.8% hits; AID 504332, 2011; also: potency is read from the fitted curve at half-maximal effect; % is scaled to controls: 0 for no effect and ±100 for the full control effect; nearly all actives have a fitted effect of over 75% in size
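G9a (20 nM) preincubated 15 min RT with compounds, then 500 nM biotinylated H3K9 peptide and 20 uM SAM added; 2 h RT reaction. Monomethyl-H3K9 product detected by AlphaScreen with anti-H3K9me1 antibody, streptavidin donor and anti-rabbit IgG acceptor beads.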
JMJD2A Tudor inh – qHTS Assay for Inhibitors of JMJD2A-Tudor Domain; Lysine-specific demethylase 4A (Homo sapiens), O75164; AlphaScreen JMJD2A-Tudor / H3K4me3 peptide binding; Potency, µM (highest dose often 114 µM), inactives show at the top dose activity change, negative = inhibition, hits mostly inhibitors; 390,000 compounds, 4.4% hits; AID 504339, 2011; also: potency is read from the fitted curve at half-maximal effect; % is scaled to controls: 0 for no effect and ±100 for the full control effect; nearly all actives have a fitted effect of over 50% in size
ERG Ets-DNA blk – qHTS for Small Molecule Inhibitors of the ERG Ets/DNA interaction; Transcriptional regulator ERG (Homo sapiens), P11308; fluorescence polarization, His-ERG Ets domain / labelled DNA; Potency, µM (highest dose often 76.9 µM), for the others: top-dose FP activity, negative = inhibition, most hits filed as inhibitors; 370,000 compounds, 0.028% hits; active = well fitted inhibition curve with a large enough effect in the polarisation, with a control signal flat; inconclusive = small, poorly fitted or top-dose-only effect, or effect the other way, or a change in a side signal; inactive = no such curve, though single readings can be large or run the other way; the % refers to the polarisation;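 also: polarization taken with two DNA probes labelled with fluorescein and Texas red; potency is read from the fitted curve at half-maximal effect; % of control where 0% means no effect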
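His-tagged ERG Ets domain (1 uM in the protein solution; 300mM KCl, 50mM Tris-HCl, 1mM EDTA, 1mM DTT, pH 7.5) received compound, then a probe mix of 5 nM fluorescein-DNA and 100nM Texas-615-DNA. Fluorescence polarization was read for both dyes.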
HP1b chromo inh – HTS for Inhibitors of HP1-beta Chromodomain Interactions with Methylated Histone Tails | Chromobox protein homolog 1 (Homo sapiens), P83916 | AlphaScreen HP1-beta / biotin-H3K9me3 peptide binding | Potency, µM (top dose mostly 114 µM), inactives show at the highest dose activity change, negative = inhibition, most hits filed as inhibitors | 390,000 compounds, 0.56% hits | AID 540317, 2011; also: potency is read from the fitted curve at half-maximal effect; nearly all actives have a fitted effect of over 70% in size; inactives centre near 23
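HP1-beta protein (50 nM final) preincubated 30 min at room temperature with biotinylated H3(1-18)K9me3 peptide (50 nM) in PBS pH 7.4, 0.01% Tween-20, then compound added for 30 min. AlphaScreen streptavidin donor/nickel chelate acceptor beads (10 ug/mL final), 30 min dark, luminescence read.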
PGK inhibitor – qHTS Assay to Find Inhibitors of Phosphoglycerate Kinase | Phosphoglycerate kinase, glycosomal (Trypanosoma brucei brucei), P07378 | PGK/GAPDH coupled, Kinase-Glo luminescence, 60 min | Potency, µM (series often up to 57.5 µM), inactives show at the top dose activity change, negative = inhibition, usual class: inhibitors | 380,000 compounds, 0.043% hits; also: potency is read from the fitted curve at half-maximal effect; % is scaled to controls: 0 for no effect and ±100 for the full control effect; nearly all actives have a fitted effect of over 60% in size
Target sequence (P07378 whole entry, looked up): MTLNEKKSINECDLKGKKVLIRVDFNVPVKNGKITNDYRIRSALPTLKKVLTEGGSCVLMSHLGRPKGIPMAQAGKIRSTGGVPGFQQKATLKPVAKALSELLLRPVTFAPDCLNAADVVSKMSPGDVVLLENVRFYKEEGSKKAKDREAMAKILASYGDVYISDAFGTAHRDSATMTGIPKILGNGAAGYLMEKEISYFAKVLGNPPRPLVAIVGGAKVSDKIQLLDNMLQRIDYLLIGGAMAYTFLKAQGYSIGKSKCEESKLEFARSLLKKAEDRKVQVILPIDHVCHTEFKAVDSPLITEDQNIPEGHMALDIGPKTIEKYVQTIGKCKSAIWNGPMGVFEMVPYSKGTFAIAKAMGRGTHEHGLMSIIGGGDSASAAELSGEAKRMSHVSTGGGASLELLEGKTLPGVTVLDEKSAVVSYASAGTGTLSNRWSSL
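Recombinant glycosomal PGK reaction used 1,3-bisphosphoglycerate generated in-well by GAPDH (100nM final) in 100mM TEA pH 7.6, 5mM MgCl2, 0.01% Tween-20. After 60 minutes at room temperature, ATP was read by Kinase-Glo Plus luminescence end-point.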
Numbers without * were called inactive; i = inactive; u = inconclusive; x = not tested or not shown; & = joins results of further samples; [ ] = another dose, or the depositor's remark. Unless noted, calls follow the shape of the dose curve; as a rule, active = well fitted curve in the direction sought with a large enough effect; inconclusive = small, poorly fitted or top-dose-only effect, or another doubt; inactive = no such curve, though single readings can be large; an effect the other way counts as inactive or inconclusive. Hits appear at their usual frequency, and some 11% of all compounds hit somewhere here.

SMILES,Pin1 inh,GLS inh,JMJD2A Tudor inh,G9a inh,PI4K2A block,PGK inhibitor,BAZ2B block,HP1b chromo inh,ERG Ets-DNA blk
COc1cc2c(cc1NS(=O)(=O)N1CCCC1)oc1ccccc12,-1%,12%,-5%,21%[12.7 µM],-2,-7%,6%,27%,-3%
Cn1nc(C(=O)N2CCN(c3ccccc3F)CC2)c2c1-c1ccccc1S(=O)(=O)C2,-2%&17%,15%&0%,-17%&-4%,15%,-3&-1,-5%&1%,-24%&3%,20%&36%,-8%&-8%
CCN(CC)c1ccc2cc(-c3nc(-c4ccccc4)no3)c(=O)oc2c1,u,-8%,1%,57%[activator][59 µM],-2,-8%,1%,25%,4%
Cc1cccc(C(=O)OCC(=O)c2csc(N3CCCCC3)n2)c1[N+](=O)[O-],22%,-9%,u,x,-4,i,x,2%,1%
NC(c1ccccc1)c1cccnc1 (stereo unspecified),4%,-28%,-7%,-1%,2,-6%,u,73%[activator],6%
O=C(CN1CCCC1c1cccs1)Nc1cc(S(=O)(=O)N2CCCCC2)ccc1Cl (stereo unspecified),5%,-2%,-10%,x,-6,-9%,x,26%,6%
O=C(Cn1ncc2c3ccccc3n(Cc3ccccc3)c2c1=O)N1CCCCCC1,-1%,-6%,-7%,6%[59 µM],2,-4%,-4%,43%,0%
COc1ccc(NC(=O)CN(C)C(=O)c2ccc(N3CCCC3)c([N+](=O)[O-])c2)cc1,-3%,-3%,-24%,5%[0.501 µM],-2,-6%,-8%,-6%,14%
Cc1ccc(S(=O)(=O)NCCC(C)C)cc1[N+](=O)[O-],-6%,0%,-19%,23%[59 µM],7,1%,-1%,7%,-8%
CCO[C@@H]1OC(C(=O)N2CCN(Cc3ccc4c(c3)OCO4)CC2)=C[C@H](C2CC2)[C@H]1CCCO,3%,6%,-23%,-41%[59 µM],1,-8%,-25%,32%,-3%
COc1cccc(CCc2nnc(N)s2)c1,4%,4%,-4%,79µM*,0,6%,-3%,8%,-4%
COc1cc(/C=C/c2nc(N)nc(-c3ccccc3O)n2)cc(OC)c1OC,-2%,-12%,-30%,-41%[59 µM],-6,-8%,-11%,10%,-1%

Reprinted from the part before: 2 compounds, followed by the next part.
SMILES,Pin1 inh,GLS inh,JMJD2A Tudor inh,G9a inh,PI4K2A block,PGK inhibitor,BAZ2B block,HP1b chromo inh,ERG Ets-DNA blk
COc1cccc(CCc2nnc(N)s2)c1,4%,4%,-4%,79µM*,0,6%,-3%,8%,-4%
COc1cc(/C=C/c2nc(N)nc(-c3ccccc3O)n2)cc(OC)c1OC,-2%,-12%,-30%,-41%[59 µM],-6,-8%,-11%,10%,-1%
Cc1ccc(-n2ncc(C#N)c2N)cc1,0%,0%,-16%,4%,4,1%,-2%,26%,1%
COCCn1c(SCC(=O)NC2CCCC(C)C2C)nc2ccccc2c1=O (stereo unspecified),-4%,-19%,4%,-18%,2,i,7%,33%,2%
CC(C)n1c(CSCc2ccc(Cl)cc2Cl)n[nH]c1=S,0%,u,-12%[57.1 µM],13µM*,1,i,u,-5%,3%
CCc1ccc(CN(Cc2ccco2)C(=O)c2ccccc2Cl)cc1,2%,-7%,-2%,28%[59 µM],0,i,29%,63%[activator],2%
Cc1cccc(-n2c3nc(=O)[nH]c(=O)c-3cc3c(Cl)cccc32)c1C,-2%,12%,-11%,-41%[59 µM],-12,9%,2%,39%[activator],0%
COc1ccc(OCC(O)CNc2ccc(Br)cc2)cc1 (stereo unspecified),-1%,25%,-34%,u,0,-5%,u,-12%,x
Cc1onc(-c2ccccc2)c1C(=O)N(Cc1ccccc1)C(C)C,0%,2%,9%,9%,-1,x,-1%,58%[activator],-6%
Cc1ccc(NC2=NCC(=O)N2C2CCCC2)cc1,8%,10%,-5%,x,-17,-6%,u,32%,-6%
O=S(=O)(NC1CCCCC1)c1ccc(S(=O)(=O)N2CCN3CCCC3C2)cc1 (stereo unspecified),-3%,3%,-24%,u,2,-7%,3%,14%,2%
CCC(C(=O)OC)n1nnc2sc(-c3ccccc3)cc2c1=O (stereo unspecified),35%[activator],5%,5%,14%[59 µM],2,x,6%,70%[activator],6%
COc1cccc(CN2CC(C(=O)NCCCn3cccn3)CCC2=O)c1 (stereo unspecified),u,25%,-25%,2%,2,-4%,-16%,-1%[57 µM],5%
CCCCNc1c(-c2ccc(SC(C)CC)c(OC)c2)nc2ccc(Cl)cn12 (stereo unspecified),19%,18%,u,x,-2,i,x,71%[activator],-8%
COc1cccc(NC(=O)c2oc3ccccc3c2NC(=O)C2CCCCC2)c1,-4%,0%,0%,u,0,2%,-17%,28%,-1%
C/C(CC(=O)Nc1ccc([N+](=O)[O-])cc1)=N\NC(=O)c1ccccc1O,-2%,13%,-36%,9%[0.501 µM],0,1%,-10%,0%,11%
CC1Cc2cc(/C(O)=C3/C(=O)C(=O)N(CCCn4ccnc4)C3c3cccc([N+](=O)[O-])c3)ccc2O1 (stereo unspecified),-6%,6%,-29%,50µM*,2,3%,u,-4%,0%
COc1ccc(C(=O)Oc2cccc3cccnc23)cc1[N+](=O)[O-],0%,22%,u,2%,-10,i,14µM*,18%,-10%
COc1ccc(N2CCN(C(=O)COc3ccc4ccccc4c3)CC2)cc1,6%,-1%,-12%,u,5,-10%,7%,20%,-16%
CNC(=O)c1[nH]cnc1C(=O)N[C@@H](Cc1ccccc1)C(=O)OC(C)(C)C,-2%,1%,-14%,1%[12.7 µM],0,-1%,-19%,24%,-12%
COC(=O)c1ccc(N=Nc2ccccc2)cc1,4%,-1%,u,40µM*,-4,3%,13µM*,u,1%
CCOC(=O)c1sc(NC(=O)c2ccccc2F)c(C(N)=O)c1C,0%,2%,-9%,-14%[59 µM],4,-1%,8%,25%,8%
O=C(CNC(=O)N1CC(=O)Nc2ccccc21)Nc1ccc(F)c(Cl)c1,-6%,-13%,-2%,7%,7,i,-10%[57.1 µM],24%,1%
CCCN(CC(=O)Nc1ccccc1OC)C(=O)CCC(=O)c1ccc(OCC)cc1,29%,1%,-15%,-11%[12.7 µM],3,-3%,13%,28%,-6%
CC(C)(C)C(=O)O/N=C(\N)c1ccc(Oc2cc(Cl)cc(Cl)c2)c([N+](=O)[O-])c1,2%,7%,-30%,-42%,0,-5%,u,19%,-2%
O=C(Nc1ccc([N+](=O)[O-])cc1)c1cc(Cl)sc1Cl,-7%,4%,-4%,38%,-4,i,-19%,23%,-4%

Results in PI4K2A block, for 3 of the compounds above:
SMILES	PI4K2A block
COc1ccc(C(=O)Oc2cccc3cccnc23)cc1[N+](=O)[O-]	-10
COc1ccc(N2CCN(C(=O)COc3ccc4ccccc4c3)CC2)cc1	5
CNC(=O)c1[nH]cnc1C(=O)N[C@@H](Cc1ccccc1)C(=O)OC(C)(C)C	0

Further compounds:
SMILES,Pin1 inh,GLS inh,JMJD2A Tudor inh,G9a inh,PI4K2A block,PGK inhibitor,BAZ2B block,HP1b chromo inh,ERG Ets-DNA blk
NC(=O)c1cccn1-c1ncc(C(F)(F)F)cc1Cl,-4%,2%,-8%,3%,-3,-6%,2%,5%,-2%
O=C1c2ccccc2C(=O)N1CCCc1nc2ccccc2c(=O)n1CCCn1ccnc1,10%,u,u,u,-1,0%,2%,3%,-4%
C=CCn1c(C)cc(C)c(C#N)c1=O,-12%,-6%,-14%,16%,1,-6%,u,2%,-9%
COc1cc(/C(C)=N/NC(=O)CSc2nncn2C)ccc1OCc1ccccc1Cl,-3%,0%,-4%,u,5,i,-23%,28%,x
CCC[C@@H](CN1CCC[C@H]1CN1C(N)=NC[C@H]1CC(C)C)N1C[C@@H](Cc2ccccc2)N(CCc2ccc(Cl)c(Cl)c2)C1=N,5%,5%,u,x,0,-5%,x,5%,1%
COC(=O)c1ccc(CSc2nnc(Nc3ccccc3OC)s2)o1,-1%,12%,-31%,u,-1,0%,-34%,19%,x
CCOc1ccc(OCCC(=O)N(CC)CC(=O)Nc2c(F)cccc2F)cc1,-3%,1%,-14%,13%[59 µM],-3,-4%,10%,25%,-9%
